# Assay outcomes (PubChem BioAssay)
# GLA spleen mod: qHTS Assay for Inhibitors and Activators of Human alpha-Galactosidase From Spleen Homogenate. AID 2107, 2009. human spleen homogenate, 4MU-alpha-Gal fluorescence, 40 min. Alpha-galactosidase A (Homo sapiens), P06280. Potency, µM (highest dose often 80 µM), for inactives: top-dose activity change, negative = inhibition, hits mostly inhibitors. 240,000 tested, 0.008% active;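 also: 0% = enzyme with vehicle and -100% = no enzyme basal signal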
# Target sequence (P06280 32-429 limits assumed): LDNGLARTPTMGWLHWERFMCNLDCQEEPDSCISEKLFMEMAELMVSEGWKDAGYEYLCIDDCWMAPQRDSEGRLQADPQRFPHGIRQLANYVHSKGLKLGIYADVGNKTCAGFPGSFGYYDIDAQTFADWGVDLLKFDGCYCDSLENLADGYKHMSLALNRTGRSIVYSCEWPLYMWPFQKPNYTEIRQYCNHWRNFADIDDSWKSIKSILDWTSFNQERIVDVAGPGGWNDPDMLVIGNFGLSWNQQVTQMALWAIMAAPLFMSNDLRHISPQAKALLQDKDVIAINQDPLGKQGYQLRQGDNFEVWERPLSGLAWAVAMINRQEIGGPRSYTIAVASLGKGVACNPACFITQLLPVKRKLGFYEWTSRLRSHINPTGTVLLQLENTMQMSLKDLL
#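 Inhibition or activation of alpha-galactosidase in human spleen homogenate is scored by 4-MU fluorescence after 40 min at 37C, pH 5.0, with 1 mM substrate. AC50s come from concentration-response fitted to the Hill equation.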
# HTT cytoprotect: qHTS Multiplex Assay to Identify Dual Action Probes in a Cell Model of Huntington: Cytoprotection (ATP) | AID 1471, 2008 | Potency, µM (titrated, usually from 56.4 µM), for the others: cytoprotection (ATP increase), usual class: activators | PC12 HTT-Q103 induced, cytoprotection, ATP luminescence, 40 h | 230,000 tested, 0.14% active;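 also: % of control where 0% means no effect; nearly all actives have a fitted effect of over 45% in size; toxic huntingtin expression switched on by the ecdysone agonist tebufenozide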
#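 Quantitative HTS on tebufenozide-induced (100 nM) PC12 cells expressing HTTQ103 exon 1–GFP; compounds tested as a concentration series; survival measured via cellular ATP.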
# GAA inh: qHTS Assay for Inhibitors of Human alpha-Glucosidase as a Potential Chaperone Treatment of Pompe Disease | Lysosomal alpha-glucosidase (Homo sapiens), P10253 | purified human GAA, 4-MU-alpha-glucoside fluorescence | Potency, µM (titrated, usually from 76.9 µM), for the others: at the top dose activity change, negative = inhibition, most hits filed as inhibitors | 200,000 tested, 0.005% active | AID 1466, 2008;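 also: plate controls were uninhibited enzyme wells for no effect and no-enzyme background for full effect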
#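 qHTS format, compound range up to 77 uM. Human lysosomal enzyme at 4 nM, 400 uM 4-MU glucoside substrate, pH 5.0, 20 min room temperature; fluorescence after alkaline stop gives activity normalized to controls.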
# aGlu spleen mod: qHTS Assay for Inhibitors and Activators of Human alpha-Glucosidase From Spleen Homogenate; Lysosomal alpha-glucosidase (Homo sapiens), P10253; human spleen homogenate, 4-MU-alpha-glucoside fluorescence; Potency, µM (top dose mostly 79.9 µM), for the others: top-dose activity change, negative = inhibition, usual class: inhibitors; 240,000 tested, 0.006% active;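 also: 0% = enzyme with vehicle and -100% = no enzyme basal signal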
#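 AC50 values come from Hill-equation fits of concentration-response data, normalized to no-enzyme and full-activity controls. Enzyme source: 1 ug human spleen homogenate; 1 mM fluorogenic 4-MU glucoside, pH 5.0 citrate buffer, 37 C, 40 min.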
# GAA glycogen: qHTS Assay for Inhibitors and Activators of Human alpha-Glucosidase Cleavage of Glycogen; recombinant GAA, glycogen substrate, Amplex Red glucose oxidase fluorescence; AID 2100, 2009; 300,000 tested, 0.38% active; Potency, µM (doses to about 76.4 µM), for inactives: top-dose activity change, negative = inhibition, most hits filed as inhibitors;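 also: 0% = full enzyme reaction and -100% = no-enzyme basal signal; the screen sought inhibitors and activators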
#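 qHTS, 1536-well; enzyme 4 nM final; cpd up to 77 uM; substrate bovine liver glycogen 30 ug; 50 mM citrate/phosphate pH 5.0, 0.01% Tween-20; 37 C, 40 min; Amplex Red detection 45 min RT; Hill fit → AC50.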
# Tau fluor cs: Counterscreen qHTS for Inhibitors of Tau Fibril Formation, Fluorescence Polarization; tau K18 P301L Alexa594 fluorescence, heparin fibrillization; Potency, µM (titrated, usually from 57.7 µM), inactives show at the top dose activity change, negative = decrease; 280,000 tested, 0.93% active; also: % is scaled to controls: 0 for no effect and ±100 for the full control effect; nearly all actives have a fitted effect of over 55% in size
#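 Human K18 P301L tau (15 uM unlabeled plus 0.24 uM Alexa 594-labeled, final) in 100 mM sodium acetate pH 7 was mixed with compound and 20 uM heparin and incubated 6 hr at 37 C.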
# Tau ThT inhib: qHTS for Inhibitors of Tau Fibril Formation, Thioflavin T Binding | Microtubule-associated protein tau (Homo sapiens), P10636 | recombinant tau K18 P301L, heparin-induced fibrillization, ThT fluorescence | Potency, µM (series often up to 57.4 µM), for inactives: at the top dose activity, negative = inhibition, hits mostly inhibitors | 270,000 tested, 2.1% active | AID 1460, 2008; also: % is scaled to controls: 0 for no effect and ±100 for the full control effect; nearly all actives have a fitted effect of over 55% in size
# Target sequence (P10636 561-689 P618L limits assumed): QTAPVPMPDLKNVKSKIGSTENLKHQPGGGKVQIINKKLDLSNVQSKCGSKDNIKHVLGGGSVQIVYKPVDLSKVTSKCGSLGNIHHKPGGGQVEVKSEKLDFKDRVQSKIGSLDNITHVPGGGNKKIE
#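 Fibril formation assay: tau K18 P301L at 15 uM with trace Alexa 594 label, heparin inducer 20 uM, pH 7 sodium acetate buffer, 37 C for 6 hr; endpoint ThT signal.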
# Tau FP inhib: qHTS for Inhibitors of Tau Fibril Formation, Fluorescence Polarization. Microtubule-associated protein tau (Homo sapiens), P10636. Potency, µM (highest dose often 57.7 µM), inactives show top-dose activity, negative = inhibition, hits mostly inhibitors. AID 1468, 2008. 280,000 tested, 0.39% active. K18 P301L tau heparin fibrillization, Alexa594 FP, 6 h; also: % is scaled to controls: 0 for no effect and ±100 for the full control effect; nearly all actives have a fitted effect of over 55% in size
#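 Steps: dispense K18 P301L tau (15 uM plus 0.24 uM Alexa 594 tracer, final) in pH 7 sodium acetate; add compound; add heparin (20 uM final); incubate 6 hr, 37 C; add ThT (30 uM final); after 1 hr ambient, read FP.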
# An asterisk follows results filed as active; ? = inconclusive; . = not tested or not shown; [ ] = dose if it differs, or a comment. Calls follow the shape of the dose curve; as a rule, active = well fitted curve in the direction sought with a large enough effect; inconclusive = small, poorly fitted or top-dose-only effect, or another doubt; inactive = no such curve, though single readings can be large; an effect the other way counts as inactive or inconclusive. Potency is read from the fitted curve at half-maximal effect.
# Start of the listing, in advance, two compounds:
SMILES,GLA spleen mod,HTT cytoprotect,GAA inh,aGlu spleen mod,GAA glycogen,Tau fluor cs,Tau ThT inhib,Tau FP inhib
CN1N=C(C(C)(C)C)CSC1=Nc1ccccc1,-7%,3%[10 µM],2%,-11%,-5%,-17%,-6%,-7%
Cc1ccc(NNC(=O)c2ccno2)cc1C,8%,16%[10 µM],.,8%,?,-4%,-11%,-10%

# All compounds of this part, from the first entry:
SMILES,GLA spleen mod,HTT cytoprotect,GAA inh,aGlu spleen mod,GAA glycogen,Tau fluor cs,Tau ThT inhib,Tau FP inhib
CN1N=C(C(C)(C)C)CSC1=Nc1ccccc1,-7%,3%[10 µM],2%,-11%,-5%,-17%,-6%,-7%
Cc1ccc(NNC(=O)c2ccno2)cc1C,8%,16%[10 µM],.,8%,?,-4%,-11%,-10%
CC(O)CN(CCC(N)=O)CCC(N)=O (configuration not stated),-1%,23%,-1%,-10%,0%,-8%,-9%,5%
COc1ccccc1C1SCCN1C(=O)c1ccc([N+](=O)[O-])cc1 (configuration not stated),3%,.,-2%,1%,0%,-7%,-9%,0%
C=CCNC(=S)NNC(=O)C(CCC(C)C)CC(C)O (configuration not stated),-2%,11%,-1%,-2%,-4%,-4%,-10%,6%
CC(=O)c1cccc(NC(=O)CC2S/C(=N/N=C/c3cccs3)NC2=O)c1 (configuration not stated),-2%,-2%[10 µM],4%,-2%,18%,-9%,3%,?
COc1ccccc1CC(=O)Nc1ccc([N+](=O)[O-])cc1OC,-2%,4%[10 µM],?,-8%,8%,-25%,-16%,7%
CN1C(=O)C2(C(C#N)=C(N)N(c3cc(Cl)cc(Cl)c3)C3=C2C(=O)CCC3)c2ccccc21 (configuration not stated),5%,0%,-3%,-1%,2%,-2%,-5%,-2%
Cc1ccc(NC(=O)Cn2cnc3c(cnn3C(C)(C)C)c2=O)cc1,-4%,8%,9%,-8%,9%,-7%,3%,-15%
Cc1nn(-c2ccccc2)c(Cl)c1/C=N/NC(=O)OC(C)(C)C,4%,4%[10 µM],6%,4%,16%,-4%,-5%,6%
CCn1nnnc1NCc1c(OC)ccc2ccccc12,-4%,.,12%,-5%,19%,-10%,-3%,?
COc1ccc(C2=NN(C(=O)CN3CCCCC3)C(c3ccc(OC)cc3)C2)cc1 (configuration not stated),-4%,11%[10 µM],.,-6%,-6%,10%,.,2%
Cc1c(C(=O)OC2CCCC2)[nH]c2c1C(=O)CC(c1ccc(C(C)(C)C)cc1)C2 (configuration not stated),.,.,.,.,14%[76.3 µM],-3%,-6%,1%
O=C(CSc1ncnc2ccccc12)c1ccco1,-7%,-40%,-2%,-2%,-6%,-19%,?,?
CCCCC1=CC2=CC(=O)C(C)(OC(=O)c3cccs3)C(=O)C2=CO1 (configuration not stated),-11%,?,.,-8%,.,-5%,-21%,1%
COCCCNC(=O)c1nc2c(nnn2Cc2cc(C)ccc2C)c(=O)[nH]1,-5%,15%[10 µM],2%,-4%,2%,-4%,2%,1%
COc1ccccc1CNC(=O)CSc1nc2nc(C)c(Cc3ccccc3Cl)c(C)n2n1,.,.,.,.,-12%[76.3 µM],-16%,?,-5%
Cc1nnc(SCC(=O)NC2CCCC2)s1,7%,21%,0%,0%,-16%,2%,-5%,7%
CCOC(=O)c1cccc(NC(=O)[C@@H](c2ccccc2)N2Cc3ccccc3C2=O)c1,.,.,.,.,-1%[76.3 µM],-21%,-3%,-7%
CN(C)c1cc(NC(=O)CN2CCCC2)c2ccccc2n1,?,-9%[10 µM],.,5%,0%,-4%,-4%,-6%
COc1ccc(NS(=O)(=O)c2ccc(NC(=S)NC(=O)/C=C/c3ccc(C)cc3)cc2)nn1,7%,-4%[10 µM],?,5%,0%,5%,-13%,-7%
S=c1[nH]ccn1-c1c(Cl)cccc1Cl,8%,5%[10 µM],-12%,-1%,-3%,-2%,-9%,-4%
CN(C)c1cc2c(cc1NS(=O)(=O)c1ccccc1)n(C)c(=O)n2C,.,.,.,.,-1%,-8%,?,-9%
COc1ccc(Nc2ccnc(Nc3ccc(OC)cc3)n2)cc1,0%,11%[0.074 µM],-4%,2%,-4%,?,?,18%
N#CCCCSC1=C(C#N)C(c2ccccc2Cl)CC(=O)N1 (configuration not stated),4%,3%,0%,5%,-10%,-4%,-7%,-4%
# More records:
SMILES,GLA spleen mod,HTT cytoprotect,GAA inh,aGlu spleen mod,GAA glycogen,Tau fluor cs,Tau ThT inhib,Tau FP inhib
CCN(CC)c1cc(C)c2ccccc2n1,8%,7%[10 µM],14%,-7%,4%,-2%,-1%,-10%
COc1cc(OC)c(NC(=O)n2ncc3cc(Cl)ccc32)cc1Cl,.,.,.,.,-17%[76.3 µM],-21%,-7%,-6%
COCCCN1C(=O)c2ccc(C(=O)Nc3ccc(OC)cc3)cc2C1=O,-3%,5%,2%,-9%,1%,-4%,-23%,2%
CN1CCC(=O)N([C@H](CSc2ccc(Br)cc2)c2ccccc2)CC1,6%,10%[10 µM],.,5%,4%,-5%,1%,-1%
Clc1ccc(SCc2cn3ccsc3n2)cc1,-14%,-14%,-2%,0%,4%,-10%,-14%,3%
Cc1ccc2nc(Cl)nc(-c3ccccc3)c2c1,5%,-17%[10 µM],?,-2%,-4%,-21%,?,-8%
COc1ccc(/C=C2\SC(=O)N(CCNC(=O)Cc3coc4cc(C)ccc34)C2=O)cc1OC,0%,.,7%,-8%,3%,-25%,13µM*,?
CCN(CC)S(=O)(=O)c1nnc(NC(=O)COc2ccccc2Cl)s1,.,.,.,.,-5%[76.3 µM],-25%,?,8%
Cc1cccn2c(CN3CCNC(=O)CC3)c(C(=O)N(C)CCc3ccccc3)nc12,4%,-1%[10 µM],.,0%,0%,0%,-2%,-10%
Cc1nn(-c2ccccc2)c(Cl)c1/C=N/NC(N)=O,-6%,14%[10 µM],.,-1%,-3%,-4%,.,-4%
COc1cc2c(cc1NC(=O)COc1ccccc1OC)oc1ccccc12,11%,12%[10 µM],0%,1%,.,-12%,?,-18%
Cc1c(C(=O)O)oc2ccc(S(=O)(=O)N3CCC(C)CC3)cc12,1%,9%,-3%,-4%,-5%,7%,7%,5%
CCc1nn2c(=O)c(S(=O)(=O)Nc3ccc(C)c(C)c3)c(C)nc2s1,.,.,.,.,-12%[76.3 µM],-8%,-2%,-10%
Cc1ccc(CC2CC(=O)N(CCc3ccccc3)C2=O)cc1 (configuration not stated),5%,.,10%,5%,-12%,-8%,-9%,-1%
Cc1cccc(C(=O)NC(=O)Nc2ccc(-n3nc(C(F)(F)F)cc3C(F)(F)F)cc2)c1,.,.,.,.,-6%[76.3 µM],2%,7%,0%
Cc1cc(N2CCN(C)CC2)nc(-c2ccccc2O)n1,-5%,14%[10 µM],.,-10%,1%,-14%,-11%,1%
COc1cccc(N2CCN(C(=O)CN3C(=O)COc4ccc(S(=O)(=O)N5CCC(C)CC5)cc43)CC2)c1,.,.,.,.,5%[76.3 µM],-6%,1%,9%
Cc1cc(C)n(CCC(=O)Nc2cccc(F)c2)n1,-3%,-23%,-7%,-3%,-11%,-11%,-9%,-4%
Cc1ccc(C(C(=O)NC2CCCC2)N(Cc2ccco2)C(=O)CCC(=O)Nc2cc(C)on2)cc1 (configuration not stated),-2%,-5%[1.9 µM],0%,-4%,0%,-8%,-14%,-6%
CCCC(=O)Nc1nc(-c2ccc(Cl)s2)cs1,-15%,-41%[inhibitor],?,.,2%,-15%,-10%,3%
C=CCn1c(-c2c(C)nc3cc(C)ccn23)n[nH]c1=S,-3%,.,-6%,-6%,1%,4%,-2%,1%
CN(C(=O)CSc1nc2c(c(=O)[nH]1)CCCC2)c1ccccc1,.,.,.,.,-5%[76.3 µM],-1%,2%,-4%
COC(=O)c1cc(NC(=O)/C=C/c2ccc3c(c2)OCO3)cc(C(=O)OC)c1,3%,12%,11%,-6%,8%,?,-7%,?
Cc1cc(NC(=O)c2cccc([N+](=O)[O-])c2)n(-c2ccccc2)n1,-3%,25%[10 µM],-7%,1%,4%,-2%,0%,1%
COc1cccc(N(C(=O)Cn2nnc3ccccc32)C(C(=O)NCc2ccco2)c2cccnc2)c1 (configuration not stated),4%,-6%,-6%,1%,-8%,1%,-2%,2%

# Single records (already shown). Order of screens: GLA spleen mod | HTT cytoprotect | GAA inh | aGlu spleen mod | GAA glycogen | Tau fluor cs | Tau ThT inhib | Tau FP inhib
# Profile of COc1ccc(/C=C2\SC(=O)N(CCNC(=O)Cc3coc4cc(C)ccc34)C2=O)cc1OC = 0% | . | 7% | -8% | 3% | -25% | 13µM* | ?
# Profile of COc1ccc(NS(=O)(=O)c2ccc(NC(=S)NC(=O)/C=C/c3ccc(C)cc3)cc2)nn1 = 7% | -4%[10 µM] | ? | 5% | 0% | 5% | -13% | -7%

# Carrying on.
SMILES,GLA spleen mod,HTT cytoprotect,GAA inh,aGlu spleen mod,GAA glycogen,Tau fluor cs,Tau ThT inhib,Tau FP inhib
CCOc1ccccc1N(CC(=O)Nc1cccnc1)S(C)(=O)=O,-1%,17%,-1%,-6%,3%,-7%,-7%,-9%
COc1ccc(C(=O)N(Cc2cc(OC)c(OC)c(OC)c2)C2CCS(=O)(=O)C2)cc1Cl (configuration not stated),.,.,.,.,15%[76.3 µM],-5%,2%,-1%
COC(=O)c1cc2sccc2n1CC(=O)Nc1ccc(OC)c(OC)c1,.,.,.,.,12%[76.3 µM],-16%,-4%,5%
CC(C)(C)C(=O)NCCc1nc2ccccc2n1CCCCOc1ccccc1,.,.,.,.,10%[76.3 µM],-15%,?,6%
CC(C)=NNC1=NC(C)(C)Cc2ccccc21,5%,18%[10 µM],.,-13%,?,-10%,-5%,-9%
O=C(CNC(=S)N(Cc1ccc(F)cc1)C1CCCCC1)NCC1CCCO1 (configuration not stated),0%,0%,2%,-17%,7%,-10%,-6%,8%
